Screening results (PubChem)
MPTP inh = mitochondrial permeability transition pore inhibitors, primary screen, biochemical, isolated mouse mitochondria, absorbance; Ca2+ swelling absorbance, 30 min; inhibition, % at 10 µM; hit rate 1.4% among 360,000; AID 602449, 2012;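 active means inhibition of 50% or more, scaled per plate between neutral and stimulator controls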;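 further: 0% = DMSO wells given calcium and 100% = 1 mM EGTA wells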
SENP6 block = SENP6 protease inhibitors, primary screen, biochemical, luminescence, uHTS; Sentrin-specific protease 6 (Homo sapiens), Q9GZR1; Recombinant SENP6 catalytic domain, aminoluciferin luminescence; hit rate 1.8% among 330,000; AID 2599, 2010; inhibition, % at 10 µM;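 active means inhibition above about 50% at the single tested dose, limit read from the data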;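 further: plate controls were DMSO wells with enzyme for no effect and DMSO wells lacking enzyme for full effect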
GRIN3A LBD mod = binders of NR3A ligand-binding domain, primary screen, biophysical, differential scanning fluorimetry, uHTS; hit rate 2.5% among 340,000; Tm shift relative to glycine control, % at 25 µM; NR3A LBD differential scanning fluorimetry, Tm shift; 0% = protein alone, 100% = glycine-bound protein; Glutamate receptor ionotropic, NMDA 3A (GRIN3A) ligand-binding domain; AID 1259313, 2017;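 active means melting temperature shift of at least 10% of the positive control shift, at one fixed dose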
HKDC1 inh = HKDC1 hexokinase inhibitors, primary screen, biochemical, fluorescence, uHTS; hit rate 0.16% among 340,000; recombinant HKDC1, G6PDH/diaphorase resazurin coupled fluorescence; inhibition, % at 20 µM; AID 493160, 2011;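 active means inhibition above about 35% when tested at 20 µM, limit read from the data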;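 further: plate controls were DMSO wells with enzyme for no effect and DMSO wells lacking enzyme for full effect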
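Test system: recombinant HKDC1 (HK5) hexokinase enzyme, produced in-house; Amount: enzyme 5 µg/mL final; Buffer or medium: Tris pH 8.0 buffer with MgCl2, Tween-20, BSA, BME; Reagent: glucose and ATP substrates; Doses: 20 µM test compound, 1% DMSO; Incubation: 90 min reaction incubation at room temperature, dark; Detection: resorufin fluorescence at 613 nm.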
ATG4B inh = ATG4B protease inhibitors, primary screen, biochemical, fluorescence, uHTS. Cysteine protease ATG4B (Homo sapiens), Q9Y4P1. ATG4B cleavage of LC3-PLA2, NBD-HPC fluorescence, 1 h. inhibition, % at 8.33 µM. hit rate 0.51% among 340,000; in the data active means inhibition above about 40%
Target sequence (Q9Y4P1 whole entry, looked up): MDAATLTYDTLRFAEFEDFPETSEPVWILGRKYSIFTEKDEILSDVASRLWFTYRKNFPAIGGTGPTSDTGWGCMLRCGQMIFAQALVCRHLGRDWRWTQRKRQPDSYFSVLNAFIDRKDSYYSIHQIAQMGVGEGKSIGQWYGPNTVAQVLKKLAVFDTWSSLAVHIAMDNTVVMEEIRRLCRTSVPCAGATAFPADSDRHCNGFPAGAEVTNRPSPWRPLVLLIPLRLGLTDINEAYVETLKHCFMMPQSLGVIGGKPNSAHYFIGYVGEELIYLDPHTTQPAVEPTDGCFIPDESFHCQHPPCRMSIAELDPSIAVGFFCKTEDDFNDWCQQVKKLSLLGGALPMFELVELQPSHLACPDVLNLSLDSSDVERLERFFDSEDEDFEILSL
PfG6PD inh = PfG6PD enzyme inhibitors, primary screen, biochemical, fluorescence intensity, uHTS; hit rate 0.78% among 350,000; inhibition, % at 20 µM; AID 504690, 2011; glucose-6-phosphate dehydrogenase-6-phosphogluconolactonase (Plasmodium falciparum 3D7); PfGluPho enzyme, NADPH resazurin-diaphorase fluorescence;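 active means inhibition reaching at least a set limit at 20 µM in the primary screen, cut at about 59% in these data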;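 further: 0% = DMSO wells with substrate and 100% = DMSO wells lacking glucose-6-phosphate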
SENP7 inh = SENP7 protease inhibitors, primary screen, biochemical, luminescence, uHTS; Sentrin-specific protease 7 (Homo sapiens), Q9BQF6; recombinant SENP7, Z-RLRGG-aminoluciferin luminescence, 40 min; inhibition, % at 5 µM; hit rate 1.5% among 330,000;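 active means inhibition above about 50% at the single test dose, limit read from the data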;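 further: plate controls were DMSO with enzyme for no effect and no enzyme buffer wells for full effect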
Target sequence (Q9BQF6 706-1050 limits assumed): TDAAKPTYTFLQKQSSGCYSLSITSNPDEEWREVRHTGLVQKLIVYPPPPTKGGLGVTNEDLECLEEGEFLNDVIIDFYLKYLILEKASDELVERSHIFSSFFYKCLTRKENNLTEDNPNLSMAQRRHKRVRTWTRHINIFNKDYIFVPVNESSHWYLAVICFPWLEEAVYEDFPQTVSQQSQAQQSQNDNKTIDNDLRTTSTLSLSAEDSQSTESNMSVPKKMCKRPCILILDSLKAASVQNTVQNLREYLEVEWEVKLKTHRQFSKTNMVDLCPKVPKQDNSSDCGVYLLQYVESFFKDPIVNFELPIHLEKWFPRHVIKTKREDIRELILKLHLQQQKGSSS
SENP8 block = human SENP8 protease inhibitors, primary screen, biochemical, fluorescence, Nedd8 protein substrate, uHTS; recombinant SENP8; hit rate 0.64% among 360,000; inhibition, % at 20 µM; in the data active means inhibition mostly above about 40%, no sharp cut-off; inactive means mostly below about 27%
Target sequence (Q96LD8 whole entry, looked up): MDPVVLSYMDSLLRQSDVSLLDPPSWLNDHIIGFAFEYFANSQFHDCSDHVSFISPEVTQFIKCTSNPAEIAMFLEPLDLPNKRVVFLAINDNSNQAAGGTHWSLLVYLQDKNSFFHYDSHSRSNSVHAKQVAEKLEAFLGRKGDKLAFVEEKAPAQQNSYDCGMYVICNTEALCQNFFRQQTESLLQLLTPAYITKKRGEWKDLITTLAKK
* marks the source's active call; other numbers are inactive results; x = not tested or not shown.

SMILES	MPTP inh	SENP6 block	GRIN3A LBD mod	HKDC1 inh	ATG4B inh	PfG6PD inh	SENP7 inh	SENP8 block
Cc1cc(CNC(=O)c2cccnc2Cl)c2ccccc2n1	-0.6	-3	-2	-1	-3	-9	1	6
CC(c1ccccn1)N(C)C(=O)c1ccc2nc(Cc3ccccc3F)oc2c1 (stereo unspecified)	-1.0	18	0	0	3	2	-5	1
Cc1snc(SCC(=O)N/N=C(\N)COc2ccc(F)cc2)c1C#N	-0.7	7	-2	-1	-7	-8	-2	22
O=C(CNCc1cccs1)NC12CC3CC(CC(C3)C1)C2	2.0	-9	-1	-6	-14	0	1	4
COc1ccc(N2CCN(C3CCCN(Cc4ccc(F)cc4)C3)CC2)cc1 (stereo unspecified)	-0.2	-16	-1	-3	4	-4	4	13
CCCCSc1ncc(C(=O)OCC)c(N)n1	0.1	24	4	-8	5	16	22	12
O=C(NCc1ccccc1Cl)C1CCCN1S(=O)(=O)c1ccccc1F (stereo unspecified)	-0.1	5	-1	-1	-7	3	-2	3
Cc1cccc(NC(=O)COC(=O)COc2ccc3c(c2)CCC3)c1	-0.1	-7	-5	-1	-11	3	9	24
COc1cc2sc3ccc(-c4ccc(CN5CCOCC5)cc4)cc3c(=O)c2cc1OC	0.5	11	-7	6	-18	11	11	-498
CCOC(=O)c1ccc(NC(=O)C2CCCO2)cc1 (stereo unspecified)	0.0	4	-4	-2	-2	4	5	18
CN1CCN(CC(=O)Nc2sc3c(c2C(=O)Nc2ccccc2)CCCC3)CC1	-1.0	1	1	-2	-11	11	6	-9
O=C(NCCN1CCOCC1)c1ccc2c(c1)ncn2C1CCCC1	-3.5	8	-1	-4	-15	20	5	3
COc1ccccc1-c1ccc(/C=C2/C=C(C)OC2=O)o1	-1.1	-5	0	16	7	-12	-2	-429
Cc1ccc(NC(=O)C(C)c2ccc(-c3ccccc3)c(F)c2)c(C)c1 (stereo unspecified)	3.6	-4	-1	0	0	-5	-1	14
CC1CCCC(C)N1C(=O)Cn1c(SCC(=O)NCc2ccc3c(c2)OCO3)nc2ccccc21 (stereo unspecified)	0.2	-3	-14	-15	-9	12	1	8
CCn1c(SCC(=O)N/N=C/C=C/c2ccco2)nnc1-c1ccc(OC)cc1	1.8	22	-2	-6	-8	33	13	16
COc1cccc(/C=C/c2[nH]c(=O)[nH]c(=O)c2[N+](=O)[O-])c1O	0.2	0	4	7	5	-21	0	23
Cc1ccc(S(=O)(=O)N2CCOCC2)cc1C(=O)N1CC(C)OC(C)C1 (stereo unspecified)	-0.5	-17	-1	-5	7	-9	11	10
CCCNc1c(NC(=O)C2CCC(C)CC2)c(=O)oc2ccccc12 (stereo unspecified)	-0.6	-10	0	2	-1	-2	5	10
COC(=O)c1ccccc1NC(=S)NC(C)=O	-0.5	-8	-1	-11	-3	13	-3	8
COc1ccc(C2CC(c3cccs3)=NN2c2nc(C)c(C(C)=O)s2)cc1OC (stereo unspecified)	-1.3	10	-2	-2	6	41	-2	-398
Cc1ccccc1-c1nc(CS(=O)CC(=O)NC2CC2)c(C)o1 (stereo unspecified)	-1.0	1	3	-4	2	-6	-9	6
CCCC(=O)Nc1c(-c2ccccc2)c(=O)c(C)nn1-c1ccc(Cl)cc1	1.3	-6	-2	-10	-8	4	4	5
CCCN1C(=S)SC(C)(C)C1/[N+]([O-])=C/c1cccnc1 (stereo unspecified)	-1.5	8	1	-7	-6	-5	-8	28
COCC(C)NC(=O)CSc1nc2cc(S(=O)(=O)N3CCCCC3)ccc2o1 (stereo unspecified)	0.5	-5	-2	1	2	-9	-5	-2
CCOC(=O)c1c(NC(=O)C(F)(OC)C(F)(F)F)sc2c1CCN(C)C2 (stereo unspecified)	4.6	-20	1	-7	-2	-10	-6	-416
Cc1sc(-c2ccccn2)nc1OC(=O)c1ccc(Cl)c(Cl)c1	0.7	-4	3	-13	-7	20	1	6
O=C(Nc1ccc(N2CCOCC2)cc1)c1ccc(Cl)c(S(=O)(=O)N2CCCC2)c1	2.6	7	1	-2	-15	6	4	10
COc1ccc(C(=O)NCCN2CCN(C(=O)c3ccc(OC)cc3)CC2)cc1	-0.3	6	1	-2	-3	7	-4	-7
COc1ccc(C(=O)c2oc3ccc(Br)cc3c2NC(C)=O)cc1	1.0	-19	7	-4	-6	12	-4	-404
COc1cccc(NC(=O)CN(C)C(C)C(=O)Nc2ccc(C#N)cc2)c1 (stereo unspecified)	1.1	15	0	1	-2	-9	7	5
COc1cc(/C=N/NC(=O)c2ccccn2)ccc1OC(=O)c1ccc(Br)cc1	0.1	-3	-5	-4	3	-1	24	-25
COc1cc(C(=O)N2CCN(c3ccccc3F)CC2)ccc1OCC(=O)N1CCOCC1	-1.8	-14	0	-2	2	-19	7	5
Cc1ccc(-n2nc(C)c(NC(=O)CCl)c2C)cc1	-1.1	8	-1	-8	3	-10	4	10
CCC(=O)N1CCN(c2ccc(NC(=O)c3cc4ccccc4o3)cc2)CC1	-1.0	-29	-4	-9	-11	7	3	27
CCCCCOC(=O)CCN1C(=O)/C(=C2\SC(=S)N(CCC(=O)OCCCCC)C2=O)SC1=S	0.1	-3	3	1	3	-8	-2	23
Cc1cccc(C)c1OCCSc1nc2ccccc2n1CC(=O)O	-0.1	-2	-1	-3	1	-20	-5	13
Cn1ccnc1SCC(=O)Nc1ccc(Br)cc1C(F)(F)F	-1.2	1	1	-3	-2	-4	-4	6
Cc1ccc2nc(C(Cl)(Cl)Cl)nc(N/N=C/c3ccc([N+](=O)[O-])cc3)c2c1	94*	x	-1	-6	-6	-5	x	6
Cc1ccccc1OCC(=O)OCC(=O)NCc1ccc2c(c1)OCO2	-0.6	-2	-1	-1	3	-3	2	17
O=C(NCCN1CCOCC1)c1cccc(S(=O)(=O)N(Cc2ccccc2)c2ccccc2)c1	-1.0	1	2	-3	-16	0	-6	10
CC(C)c1ccccc1OCC(=O)NCC(c1cccs1)N1CCOCC1 (stereo unspecified)	1.8	-1	-4	-4	-4	11	10	6
Cn1cc(C(=O)NC2CCCCC2)c(=O)c2cc(S(=O)(=O)N3CCCC3)ccc21	6.9	-2	3	3	-1	15	-6	8
CCN1CCN(c2ncnc3sc(C)c(-c4ccccc4)c23)CC1	-0.3	-13	-1	-4	-7	3	-6	6
CCOC(=O)C1CCN(C(=O)Nc2ccc3c(c2)nc(C)n3C)CC1	-2.8	-5	-1	-1	8	-15	3	13
CN(C)C(CNC(=O)NC1CCCCC1)c1cccnc1 (stereo unspecified)	1.3	-5	1	0	-11	-1	-3	17
Cc1ccc(S(=O)(=O)N/N=C\c2ccc3c(c2)OCO3)cc1	0.8	9	3	-3	-7	-8	-2	12
COc1ccc(Cn2c(-c3ccc(Br)cc3)c[n+]3ccccc23)cc1	1.9	-14	0	-10	5	-1	4	3
Cc1ccc2nc3c(cc(C(N)=S)c(=N)n3CCCOC(C)C)c(=O)n2c1	-1.0	14	2	-16	-10	18	-2	-335
C=COC(=O)NC1CCc2cc(OC)c(OC)c(OC)c2-c2ccc(SC)c(=O)cc21 (stereo unspecified)	0.7	x	-1	-1	1	6	x	23
CCOC(=O)c1c(C)oc2c1c(C=NCCC(=O)O)c(O)c1ccccc12	-0.2	77*	1	13	21	12	26	32
CC1CCCN(C(=O)COC(=O)c2n[nH]c3ccccc23)C1 (stereo unspecified)	-1.4	-18	1	-3	-4	-8	0	-8
COc1cccc(C2C=C(c3ccc(Br)s3)Nc3ncnn32)c1OC (stereo unspecified)	-1.7	13	-1	4	-5	-27	11	-360
O=S(=O)(c1ccccc1)N1CCN(c2ccnc3cc(Cl)ccc23)CC1	13	-2	-5	-6	-24	6	-8	-126
CN(C)CCNC(=O)c1scc2c1CCCC2	1.5	-2	-1	-6	-7	2	-3	23
CC1CN(C(=S)SCCN2Cc3ccccc3C2=O)CC(C)O1 (stereo unspecified)	12	5	-1	-7	-7	0	-6	-2
CCOc1ccc(S(=O)(=O)n2c(C)nc3ccccc32)cc1	0.1	6	-1	-1	-1	-3	-10	4
CN(C)S(=O)(=O)c1cccc(-c2cn3cccnc3n2)c1	0.7	-6	2	-7	-10	10	-2	-386
CC(C)c1cc(C(=O)NNC(=S)NC2CCCCC2)cs1	0.6	40	2	-7	6	-16	16	2
COc1ccc(C2C(C(=O)c3ccc(C)o3)=C(O)C(=O)N2CC2CCCO2)cc1OC (stereo unspecified)	-1.3	0	1	1	-6	10	0	-10
(more compounds)
SMILES	MPTP inh	SENP6 block	GRIN3A LBD mod	HKDC1 inh	ATG4B inh	PfG6PD inh	SENP7 inh	SENP8 block
Cc1ccc(C(C)C)c(OCCNC(=S)Nc2cccc3ccccc23)c1	32	-1	-2	-2	27	23	10	-2
CN(C)S(=O)(=O)c1ccc(C(=O)NCC(=O)N/N=C/c2cccs2)cc1	1.0	-10	0	8	-7	-3	-5	12
COc1ccc(C(=O)NCCCN2CCCC2=O)cc1	-1.6	-5	1	0	-11	-4	5	13
Cc1nc(C(F)(F)F)ccc1C(=O)NCC(O)c1ccccc1 (stereo unspecified)	0.0	-3	0	-1	-7	-11	6	11
CCN(CC)c1ccc(C=Nc2ccc(C)cc2C)c(O)c1	9.4	-6	-1	5	6	16	2	21
CCOC(=O)c1sc(NC(=O)COC(=O)c2ccco2)nc1C	-8.1	-9	0	4	-5	-5	-8	24
Cc1cccc(-n2c(=O)c3c4c(sc3n3c(=S)[nH]nc23)CCC4)c1	-1.9	20	0	6	4	7	2	-2
CCN(c1ccc(F)cc1)S(=O)(=O)c1ccc2[nH]cc(C(=O)NCCCN3CCOCC3)c(=O)c2c1	-0.6	18	0	-5	-9	-8	0	-95
COc1ccc(N2CCN(S(=O)(=O)CCNC(=O)C3CC3)CC2)cc1	-3.3	4	13*	-4	9	-12	10	13
CCOC(=O)N1CCN(Cc2nc3ccc([N+](=O)[O-])cc3c(=O)n2-c2ccc(OC)cc2OC)CC1	-0.1	7	1	-4	-3	11	5	15
Fc1ccc(N/N=C/c2ccncc2)c(F)c1	0.1	58*	23*	5	-1	7	30	1
COc1ccc(S(=O)(=O)N2CC(O)CC2C(=O)OCc2nc3sc(C)c(C)c3c(=O)[nH]2)cc1 (stereo unspecified)	-1.6	-5	-3	1	7	8	-12	-22

Next part, overlapping the part above by four compounds.
SMILES	MPTP inh	SENP6 block	GRIN3A LBD mod	HKDC1 inh	ATG4B inh	PfG6PD inh	SENP7 inh	SENP8 block
COc1ccc(N2CCN(S(=O)(=O)CCNC(=O)C3CC3)CC2)cc1	-3.3	4	13*	-4	9	-12	10	13
CCOC(=O)N1CCN(Cc2nc3ccc([N+](=O)[O-])cc3c(=O)n2-c2ccc(OC)cc2OC)CC1	-0.1	7	1	-4	-3	11	5	15
Fc1ccc(N/N=C/c2ccncc2)c(F)c1	0.1	58*	23*	5	-1	7	30	1
COc1ccc(S(=O)(=O)N2CC(O)CC2C(=O)OCc2nc3sc(C)c(C)c3c(=O)[nH]2)cc1 (stereo unspecified)	-1.6	-5	-3	1	7	8	-12	-22
CCCOC(=O)c1c(NC(=O)CCCn2nc([N+](=O)[O-])c(Cl)c2C)sc(C(=O)OC)c1C	2.4	31	-4	6	62*	-10	8	17
COc1ccc(CCC(=O)OCC(=O)NCc2ccc3c(c2)OCO3)cc1	-1.7	0	-1	-4	-3	0	1	5
CC(=O)N1CCN(c2ccccc2NC(=O)c2ccc3ccccc3c2)CC1	0.7	-25	1	-6	-7	1	-8	5
CCOC(=O)c1sc(NC(=O)Cn2nnc3sc4c(c3c2=O)CCCC4)nc1C	3.8	3	-4	14	7	-8	0	-10
